# S1P4 agonist: human S1P4 receptor agonism | O95977 | S1P4-expressing cell line, agonist reporter assay | activation, % at 4.98 µM | 220,000 compounds, 0.35% hits; in the data active = activation above about 11%;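 note: 0% = DMSO vehicle and 100% = reference agonist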
# Target sequence (O95977 whole entry, looked up): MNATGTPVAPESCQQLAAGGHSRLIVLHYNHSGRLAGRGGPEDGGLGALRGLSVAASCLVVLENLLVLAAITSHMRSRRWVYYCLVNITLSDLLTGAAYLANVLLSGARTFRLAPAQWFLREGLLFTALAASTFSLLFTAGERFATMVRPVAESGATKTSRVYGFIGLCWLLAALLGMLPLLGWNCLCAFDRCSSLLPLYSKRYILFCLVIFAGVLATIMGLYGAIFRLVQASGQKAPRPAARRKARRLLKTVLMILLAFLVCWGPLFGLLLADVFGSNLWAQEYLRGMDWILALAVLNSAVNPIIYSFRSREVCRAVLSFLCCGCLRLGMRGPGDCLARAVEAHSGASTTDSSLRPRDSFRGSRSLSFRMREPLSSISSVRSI
# PERK inhibitor: inhibitors of human PERK kinase. Q9NZJ5. inhibition, % at 5.6 µM. 220,000 compounds, 0.17% hits. CHO PERK-DD fusion, SEAP luminescence translation reporter;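 active = inhibition above the mean inhibition of all tested compounds plus 3 SD, set separately per screening campaign, cut at about 2.9% in these data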;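 note: PERK kinase domain activated by AP20187 dimerizer at 100 nM; 0% = DMSO with dimerizer and 100% = rapamycin at 8.4 µM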
# EP2 mod: modulates human prostaglandin E2 receptor EP2 signaling | P43116 | EP2-expressing cells, cAMP HTRF FRET, PGE2 co-stimulation | induction, % at 25 µM | 260,000 compounds, 0.83% hits | AID 940;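 active = compounds whose cAMP rise, as percent of the full-agonist control response, exceeds 60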;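 note: rat C6 glioma line stably carrying human EP2 under a CMV promoter; the protocol text gives 20 µM as final concentration; 100% = response of wells given 1 µM PGE2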
# S1P4 antag: human S1P4 receptor antagonism. O95977. S1P4-expressing cells, antagonist mode, reporter read-out. inhibition, % at 4.98 µM. 220,000 compounds, 0.26% hits. AID 1510; in the data active = inhibition above about 29%;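 note: 0% = wells stimulated with agonist and 100% = vehicle wells without agonist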
# Ba/F3 V617F tox: lowers viability of Ba/F3 cells expressing EpoR and JAK2V617F; ATP luminescence; inhibition, % at 5.6 µM; 220,000 compounds, 1.1% hits;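 active = inhibition above the campaign mean plus 3 SD over all tested compounds, cut at about 24% in these data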;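 note: cytokine-independent growth of Ba/F3 cells driven by EpoR plus mutant JAK2; 0% = DMSO-treated cells and 100% = JAK inhibitor I control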
# TRPN1 ag: activates the zebrafish TRPN1 channel. HEK293 zebrafish TRPN1-YFP, Fluo-8 calcium fluorescence; 100% = response to 87 µM carbachol. 220,000 compounds, 0.18% hits. activation, % at 3 µM;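 active = activation above its plate's cutoff, the mean activation of test wells on that plate plus 3 SD, cut at about 19% in these data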;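 note: 0% = DMSO alone and 100% = 87 µM carbachol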
#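 Control set: carbachol 87 µM as high control, DMSO as low control; system: HEK293 stable line with zebrafish TRPN1-YFP; read-out: % activation versus carbachol response; detection: intracellular calcium fluorescence with Fluo-8; doses: single test compound dose, 3 µM nominal, 0.3% DMSO; schedule: dye 1 h 37 °C plus 30 min RT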
# m-calpain inh: blocks pig calpain II enzyme activity. purified calpain II, fluorogenic peptide substrate, 30 min. 220,000 compounds, 0.37% hits. inhibition, % at 16 µM. AID 1236;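 active = inhibition above about 50%, limit read from the data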
# BaF3 tox: counter-screen for JAK2V617F inhibitors: parental Ba/F3 viability inhibitors. 220,000 compounds, 1.1% hits. inhibition, % at 5.6 µM. CellTiter-Glo ATP luminescence;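 active = inhibition above a per-campaign cutoff, the mean inhibition of all tested compounds plus 3 SD, cut at about 27% in these data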;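 note: 0% = DMSO wells and 100% = JAK Inhibitor I control wells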
# TRPML3 agonist: human mucolipin-3 channel agonism | 220,000 compounds, 0.29% hits | HEK293 TRPML3-YFP, Fluo-8 calcium fluorescence; 100% = the carbachol control signal | activation, % at 3 µM;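 active = activation above its plate's cutoff, the mean activation of the plate's test wells plus 3 SD, cut at about 12% in these data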;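 note: 0% = DMSO only wells and 100% = carbachol wells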
# Target sequence (Q8TDD5 whole entry, looked up): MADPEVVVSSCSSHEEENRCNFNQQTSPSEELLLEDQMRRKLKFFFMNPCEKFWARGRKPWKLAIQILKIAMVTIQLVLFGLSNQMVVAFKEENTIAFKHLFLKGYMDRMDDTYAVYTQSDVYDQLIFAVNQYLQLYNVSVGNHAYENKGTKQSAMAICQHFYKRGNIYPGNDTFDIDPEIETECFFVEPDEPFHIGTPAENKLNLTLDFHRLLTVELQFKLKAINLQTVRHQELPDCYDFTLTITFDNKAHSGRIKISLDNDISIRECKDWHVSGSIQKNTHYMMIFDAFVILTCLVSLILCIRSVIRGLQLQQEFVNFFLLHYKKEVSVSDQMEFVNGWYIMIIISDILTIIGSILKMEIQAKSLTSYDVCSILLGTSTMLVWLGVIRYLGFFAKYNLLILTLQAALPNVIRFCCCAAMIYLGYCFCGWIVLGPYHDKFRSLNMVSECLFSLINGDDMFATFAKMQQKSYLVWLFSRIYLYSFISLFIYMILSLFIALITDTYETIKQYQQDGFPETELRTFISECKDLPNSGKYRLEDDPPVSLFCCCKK
#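 Material: TRPML3-YFP stable HEK293 cells | Dosing: One concentration, 3 µM nominal, 0.3% DMSO | Timing: 125 s total fluorescence read per well | Technique: Fluo-8 calcium dye fluorescence, ex 470-495, em 515-575 nm | Measure: Percent activation from peak-to-basal fluorescence ratio, scaled between DMSO and carbachol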
# Active calls of the source: *; & = joins results of further samples.
SMILES,S1P4 agonist,PERK inhibitor,EP2 mod,S1P4 antag,Ba/F3 V617F tox,TRPN1 ag,m-calpain inh,BaF3 tox,TRPML3 agonist
COC(=O)c1cn(CC(=O)NCc2ccco2)c2ccccc12,2.8,0.0,22,-15,-2,0.3,20,0,0.7
Cc1ccc(NC(=O)CCC(=O)N/N=C/c2ccc([N+](=O)[O-])o2)cc1C,1.0,0.0,-52,-3,-1,1.2,-21,-4,1.9
COc1cccc(-n2c(C)nn(CCOc3ccccc3)c2=O)c1,-0.7,2.2,-2,-8,-5,-0.5,-8,0,0.8
COc1ccc(NC(=O)Nc2nnc(-c3ccco3)s2)cc1,-0.2,1.2,-8,-4,-2,0.4,4,-8,0.5
O=C(O)c1ccc(CS(=O)c2cccc(C(F)(F)F)c2)o1 (configuration not stated),1.5,3.7*,21,-10,-3,0.2,10,4,0.1
CC(NC(=O)c1ccc2nc[nH]c2c1)c1ccccc1 (configuration not stated),0.9,0.3,-23&-15,-9,-2,1.1,-2,5,-0.3
O=C(NCC(=O)N(c1ccc(F)cc1)C(C(=O)NC1CCCC1)c1cccnc1)c1cccs1 (configuration not stated),-4.1,-0.3,-9,-11,4,0.9,46,8,0.2
O=C(O)C1CCN(Cc2cccnc2)CC1,0.9,1.4,17,-38,0,0.3,2,11,1.1
Cc1ccc(S(=O)(=O)N/N=C\c2ccc(C)o2)cc1,-0.7,2.2,35,-4,-3,1.3,-24,8,0.5
CCOC(=O)C(=CNNc1ccsc1C(=O)OC)C(=O)OCC,1.6,-1.3,18,-1,-1,-1.8,1,3,-0.7
CCn1c(SCC(=O)Nc2ccc(C(C)=O)cc2)nc2ccccc21,-0.6,-0.9,2,4,4,-1.5,29,7,-0.8
COc1ccc(C(=O)Cn2c(=N)n(C)c3ccccc32)cc1,0.4,0.0,-47,13,1,-0.9,6,-1,0.7
Nc1nc(SCC(=O)Nc2ccc([N+](=O)[O-])cc2Br)n[nH]1,1.3,0.2,-13,7,3,0.2,22,10,0.2
CCOc1ccc(NC(=S)NCc2ccc3[nH]c(C)cc3c2)cc1,0.0,0.8,-62,-26,-3,0.1,8,3,0.2
COc1ccc(C2CC(c3c(-c4ccccc4)c4cc(Cl)ccc4[nH]c3=O)=NN2S(C)(=O)=O)cc1OC (configuration not stated),0.6,-0.3,-42,-16,4,1.2,-73,6,1.2
O=C(CSc1nnc(-c2cccnc2)n1CCN1CCCCC1)Nc1cccc(Cl)c1,0.8,-1.8,5,7,-1,0.1,-15,3,0.9
O=C(NCc1cccs1)C(Cc1ccccc1)NS(=O)(=O)c1cccs1 (configuration not stated),0.5,-0.2,-1,5,-2,0.2,-7,6,-0.8
COc1ccc(-c2ccc(SC)nn2)cc1,0.1,-0.1,14,-8,24*,-0.6,-27,25,-0.2
CC(=O)c1cccc(S(=O)(=O)N(C)C2CCN(C)CC2)c1,0.6,-0.4,2,-1,2,0.4,-2,1,0.3
O=c1cc(-c2ccccc2)[nH]n1-c1nc2ccccc2[nH]1,-2.1,-0.5,28,15,2,0.9,-70,0,0.4
COc1ccc(Nc2nc(N)nc(CSc3nc(C)cc(C)n3)n2)cc1,-1.0,-0.1,-62,-22,7,-0.7,13,11,-0.7
OCCNc1nc(Nc2ccccc2)nc(Nc2ccccc2)n1,1.1,-0.9,-26,-12,4,0.2,-6,1,0.1
Cc1ccc(C(C(=O)NC(C)(C)C)N(C(=O)c2csnn2)c2ccccc2F)o1 (configuration not stated),6.2,-0.6,21,-12,-2,-1.4,-33,2,-0.2
Cc1cc(C)n2ncc(C(=O)Nc3cccc(O)c3)c2n1,0.9,0.3,-2&-14,10,-1,0.9,7,4,0.8
Cc1nc2ccccc2c(=O)n1/N=C/c1ccc2ccccc2c1O,0.9,0.8,-5,0,0,0.7,17,2,0.8
CCCCOC(=O)C1C2C=C[C@]3(CN(C(C)c4ccc(OC)cc4)C(=O)[C@H]13)O2 (some centres not stated),1.3,-1.6,-1,-8,-4,0.3,21,2,-0.2
CC(=O)NS(=O)(=O)c1ccc(N=c2ssc3c2-c2cc(C)c(C)cc2NC3(C)C)cc1,1.0,0.3,55,-22,1,-0.4,-37,8,0.0
Cc1cc(NC(=O)CSc2nnc(-c3ccccc3)o2)no1,1.8,0.8,12,-1,4,-0.2,-25,4,-0.3
COc1cccc(/C=N/NC(=O)CN(CCc2ccccc2)S(=O)(=O)c2ccc(NC(C)=O)cc2)c1,-0.7,-0.4,-57,27,0,0.1,-37,4,-0.1
O=C1S/C(=C/c2ccccc2F)C(=O)N1CCN=C1NS(=O)(=O)c2ccccc21,-0.2,-0.4,-40,9,3,1.3,28,10,1.0

# A second format for 17 compounds above:
molecule	S1P4 agonist	PERK inhibitor	EP2 mod	S1P4 antag	Ba/F3 V617F tox	TRPN1 ag	m-calpain inh	BaF3 tox	TRPML3 agonist
O=C(O)c1ccc(CS(=O)c2cccc(C(F)(F)F)c2)o1 (configuration not stated)	1.5	3.7*	21	-10	-3	0.2	10	4	0.1
CC(NC(=O)c1ccc2nc[nH]c2c1)c1ccccc1 (configuration not stated)	0.9	0.3	-23&-15	-9	-2	1.1	-2	5	-0.3
O=C(NCC(=O)N(c1ccc(F)cc1)C(C(=O)NC1CCCC1)c1cccnc1)c1cccs1 (configuration not stated)	-4.1	-0.3	-9	-11	4	0.9	46	8	0.2
O=C(O)C1CCN(Cc2cccnc2)CC1	0.9	1.4	17	-38	0	0.3	2	11	1.1
Cc1ccc(S(=O)(=O)N/N=C\c2ccc(C)o2)cc1	-0.7	2.2	35	-4	-3	1.3	-24	8	0.5
CCOC(=O)C(=CNNc1ccsc1C(=O)OC)C(=O)OCC	1.6	-1.3	18	-1	-1	-1.8	1	3	-0.7
CCn1c(SCC(=O)Nc2ccc(C(C)=O)cc2)nc2ccccc21	-0.6	-0.9	2	4	4	-1.5	29	7	-0.8
COc1ccc(C(=O)Cn2c(=N)n(C)c3ccccc32)cc1	0.4	0.0	-47	13	1	-0.9	6	-1	0.7
Nc1nc(SCC(=O)Nc2ccc([N+](=O)[O-])cc2Br)n[nH]1	1.3	0.2	-13	7	3	0.2	22	10	0.2
CCOc1ccc(NC(=S)NCc2ccc3[nH]c(C)cc3c2)cc1	0.0	0.8	-62	-26	-3	0.1	8	3	0.2
COc1ccc(C2CC(c3c(-c4ccccc4)c4cc(Cl)ccc4[nH]c3=O)=NN2S(C)(=O)=O)cc1OC (configuration not stated)	0.6	-0.3	-42	-16	4	1.2	-73	6	1.2
O=C(CSc1nnc(-c2cccnc2)n1CCN1CCCCC1)Nc1cccc(Cl)c1	0.8	-1.8	5	7	-1	0.1	-15	3	0.9
O=C(NCc1cccs1)C(Cc1ccccc1)NS(=O)(=O)c1cccs1 (configuration not stated)	0.5	-0.2	-1	5	-2	0.2	-7	6	-0.8
COc1ccc(-c2ccc(SC)nn2)cc1	0.1	-0.1	14	-8	24*	-0.6	-27	25	-0.2
CC(=O)c1cccc(S(=O)(=O)N(C)C2CCN(C)CC2)c1	0.6	-0.4	2	-1	2	0.4	-2	1	0.3
O=c1cc(-c2ccccc2)[nH]n1-c1nc2ccccc2[nH]1	-2.1	-0.5	28	15	2	0.9	-70	0	0.4
COc1ccc(Nc2nc(N)nc(CSc3nc(C)cc(C)n3)n2)cc1	-1.0	-0.1	-62	-22	7	-0.7	13	11	-0.7

# Further entries:
SMILES,S1P4 agonist,PERK inhibitor,EP2 mod,S1P4 antag,Ba/F3 V617F tox,TRPN1 ag,m-calpain inh,BaF3 tox,TRPML3 agonist
CCCCC(=O)N=c1sc2c(OC)ccc(OC)c2n1C,0.6,1.3,10,11,-1,4.2,16,0,0.8
COc1ccc(OC)c(C(c2nnnn2Cc2ccccc2)N2CCN(C)CC2)c1 (configuration not stated),-0.3,-0.3,29&-7,-7,1,0.6,4,7,1.1
COC(=O)C1CCN(C(=O)COC(=O)Cc2c[nH]c3ccccc23)CC1,-0.4,0.8,2,-6,-4,0.3,15,0,0.8
O=S(=O)(c1ccc(-c2ccon2)s1)N1CCOCC1,-0.4,1.3,3,-15,-2,1.3,-17,-3,0.7
O=C1CN(c2nc3ccccc3n3cnnc23)CC(=O)N1CCc1ccccc1,2.9,1.2,21,-6,-4,0.6,-10,1,0.5
COc1cc(C(=O)Nc2ccc(OCC(=O)O)cc2)cc(OC)c1OC,-0.4,-0.1,18,-23,3,1.1,8,8,0.3
O=C(CC(C(=O)O)N1CCOCC1)Nc1ccc(Cl)cc1 (configuration not stated),0.1,0.3,13,11,3,0.4,27,4,0.1
Cc1cc2nc3c(=O)n(CCc4ccccc4)c(=O)[nH]c3nc2cc1N,1.3,-0.4,-42,10,4,51*,-7,5,11
CC(C)(C)S(=O)(=O)/C(C#N)=N/Nc1ccc(Cl)cc1,-1.4,0.0,-47,4,4,21*,14,8,11
N#CC1=C(N)Oc2cc3ccccc3cc2C1c1cccs1 (configuration not stated),0.0,1.0,36,-5,-1,-2.2,-1,4,-0.1
CCCSc1nc2c(c(=O)n(C)c(=O)n2C)n1Cc1ccc(C)cc1,7.1,-0.2,16,-9,1,0.1,15,4,0.1
Cc1cc(CNCc2c(C(=O)N(C)Cc3ccccc3)nc3ccccn23)nn1C,0.4,-0.1,8,-10,4,-0.6,-14,2,0.5
Cc1c(NC(=O)C(C)OC(=O)c2cc(-c3cccc4ccccc34)nc3ccccc23)c(=O)n(-c2ccccc2)n1C (configuration not stated),0.1,-1.1,-13,-11,-1,0.8,-54,4,0.5
CCOc1ccc(N(CC(=O)O)S(=O)(=O)c2ccc(OC)c(OC)c2)cc1,2.0,0.5,2,-16,-1,1.1,21,3,0.9
N#Cc1c(-c2ccc(Cl)cc2)ccn2nc(CCC(=O)O)nc12,1.1,0.0,12,-9,2,2.2,-14,6,1.3
Cc1ccc(N2CC(O)=C(c3nc4ccccc4c(=O)[nH]3)C2=N)cc1C,2.6,1.1,-82&-90,-14,-3,-0.7,-64,7,0.8
COc1ccc(-c2nc3ccccc3c(=O)n2CCOc2ccccc2C)cc1,1.3,0.4,16,-10,0,0.4,30,8,0.7

# Assay outcomes as filed in PubChem.
